From PubChem
Salmonella PhoP GFP: Inhibition of PhoP regulon, Salmonella typhi GFP reporter cells, confirmation, 4 h (AID 1850); Salmonella Typhi PhoP-promoter GFP reporter, fluorescence, 4 h; higher % means a stronger effect; inhibition, % at 50 µM, or IC50 in µM where a hit was titrated; 0.33% of 310,000 active; in the data active = a potency from the dose series; inconclusive = inhibition mostly from about 25% at the one dose, without a potency; inactive = the rest, 99 in 100 with inhibition below about 19%;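 also: 0% = induced wells with vehicle and 100% = uninduced wells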
inhibitors of VEEV: inhibitors of VEEV TC-83 cytopathic effect, confirmation, Vero cells (AID 588727). Vero cells, VEEV TC-83 cytopathic effect inhibition; higher % means a stronger effect. inhibition, % at 20 µM; hits with a dose series show IC50 in µM. 0.13% of 350,000 active; in the data active = a potency from the dose series; inconclusive = inhibition mostly from about 14% at the one dose, without a potency; inactive = the rest, 99 in 100 with inhibition below about 12%; also: strong numbers were not always called active
M. tuberculosis HTS: M. tuberculosis growth inhibition, HTS (AID 449762). one-dose inhibition, % at 25 µM; IC50 in µM for titrated hits. M. tuberculosis H37Rv growth inhibition, 7H9 media; higher % means a stronger effect. 0.59% of 330,000 active; in the data active = a potency from the dose series; inconclusive = inhibition above about 70% without an active follow-up result;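 also: bacterial growth assessed after seven days of incubation; strong numbers were not always called active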
tuberculosis growth: growth inhibition of non-replicating M. tuberculosis (AID 488890); Mycobacterium tuberculosis non-replicating, growth inhibition; higher % means a stronger effect; inhibition, % at 25 µM, or IC50 in µM where a hit was titrated; 0.39% of 320,000 active; in the data active = a potency from the dose series; inconclusive = inhibition mostly from about 82% at the one dose, without a potency; inactive = the rest, 99 in 100 with inhibition below about 76%;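 also: plate controls were DMSO cells for no effect and high antibiotic wells for full effect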
influenza NS1A: NS1A inhibition, H1N1 influenza, cell based functional assay (AID 504329) | NS1A functional cell-based assay, percent inhibition; higher % means a stronger effect | inhibition, % at 12.5 µM, or IC50 in µM where a hit was titrated | 0.3% of 340,000 active; in the data active = a potency from the dose series; inconclusive = inhibition above about 27% without an active follow-up result; also: strong numbers were not always called active
inhibitors of VEEV 10K pilot screen: also measured in inhibitors of VEEV; calls as there; inhibition, %; measured here: 10K pilot screen inhibition
* = called active by the depositor; i = inactive; u = inconclusive; x = not tested or not shown. Rows were taken by chance; any-hit rate near 1.5%.

SMILES | Salmonella PhoP GFP | inhibitors of VEEV | M. tuberculosis HTS | tuberculosis growth | influenza NS1A | others
Cc1ccc(CNC(=O)CS(=O)Cc2nc(-c3ccccc3C)oc2C)cc1 (stereo not given) | 5% | 7.3% | -1% | 7% | -3%
CCCN(Cc1nnc(-c2ccccc2Cl)o1)C(=O)c1cc([N+](=O)[O-])cc([N+](=O)[O-])c1 | -6% | 1.2% | u | 5.8µM* | 4%
OC(COc1ccccc1)CSc1ncn[nH]1 (stereo not given) | -4% | 1.5% | -2% | -4% | -7%
COC(=O)c1ccc(NC(=S)N2CCN(Cc3ccc(Cl)cc3)CC2)cc1 | 7% | 1.0% | 0% | 32% | 3%
CCCCCCCC1CC(CSC(=N)N)OC1=O (stereo not given) | -2% | 0.7% | 14% | u | -3%
CCCCN(Cc1nc2ccccc2c(=O)[nH]1)C(=O)COc1ccc(F)cc1Cl | x | 0.9% | 2% | -5% | -6%
CCCCNC(=O)C(=O)c1ccccc1NC(C)=O | 0% | 0.5% | -4% | 2% | 4%
COc1cccc(Nc2nn3c(=O)c4ccccc4nc3s2)c1 | x | 8.5% | 6% | -15% | -15%
CCOc1ccccc1C(C(=O)NC1CCCCC1)N(C(=O)c1csnn1)C1CC1 (stereo not given) | -10% | 1.8% | -7% | -1% | 8%
O=[N+]([O-])c1cc(S(=O)(=O)N2CCCC2)ccc1NN=C1CCCCC1 | 4% | 0.3% | 2% | -2% | 2%
COCCn1nnnc1C(c1cccs1)N1CCN(c2cccc(C(F)(F)F)c2)CC1 (stereo not given) | -4% | 0.6% | -6% | 41% | 15%
CC1CCN(S(=O)(=O)c2ccc(NC(=O)C3CC(=O)N(c4ccccc4)C3)cc2)CC1 (stereo not given) | -6% | 4.0% | 6% | 13% | -6%
C/C(Cc1ccccc1)=N\NC(=O)CNC(=O)c1ccc(Br)cc1 | 3% | 0.6% | 2% | u | 6% | inhibitors of VEEV 10K pilot screen=1.6
Cc1nc2ccccc2nc1OCC(=O)Nc1ccc2ccccc2c1 | 3% | 0.8% | 7% | 12% | -4%
CN1/C(=C/c2cccc[n+]2C)Sc2ccccc21 | -11% | 1.8% | 9% | 7% | -8%
CCCOc1cc(N)ccc1C(=O)OCCN(CC)CC | -7% | 1.1% | 4% | 2% | 5%
COc1ccc(CC(=O)Nc2cc(S(=O)(=O)N3CCOCC3)ccc2N2CCCC2)c(OC)c1 | x | 0.2% | x | x | 9%
COc1ccc(CNc2oc(COc3ccccc3Cl)nc2C#N)cc1 | -7% | i | 2% | 23% | -3%
Cc1ccccc1C(NC(N)=O)c1ccccc1 (stereo not given) | -6% | 1.2% | -14% | 4% | 24%
O=C(O)c1cccc(COc2ccc(CO)cc2Cl)c1 | 2% | 0.6% | -1% | -4% | -5%
CNC(=S)NNC(=O)c1oc2nc(-c3ccccc3)cc(C)c2c1N | 15% | 2.4% | 4% | -12% | -2%
O=C(OCCN1CCOCC1)C1(c2ccccc2)CCCCC1 | -14% | x | 3% | 7% | x
O=C(O)c1ccc(Cl)c(S(=O)(=O)Nc2ccccc2C(=O)Nc2ccc(Cl)cc2)c1 | 7% | 0.2% | 1% | 3% | 3%
CN1C(=O)/C(=C/c2ccccc2OCc2cccc(F)c2)N(C)C1=S | -2% | 4.0% | -2% | 5% | 8%
CCOC(=O)CSc1nc(N)c(C#N)c(CC(C)C)c1C#N | 1% | 2.6% | u | u | 3%
SMILES | Salmonella PhoP GFP | inhibitors of VEEV | M. tuberculosis HTS | tuberculosis growth | influenza NS1A | others
Cc1cc(=O)oc2c(CN3CCC(C)CC3)c(O)c(Cl)cc12 | -15% | 2.2% | 6% | 2% | -6%
CCCCn1nnc(NC(=O)c2ccc(-c3cccc(Cl)c3)o2)n1 | -1% | 2.3% | -4% | 60% | -2% | inhibitors of VEEV 10K pilot screen=7.3
COc1ccc2c(CC(=O)OCC(=O)N(C)c3c(N)n(Cc4ccccc4)c(=O)[nH]c3=O)coc2c1 | x | i | x | x | 4%
CCC(=O)OCc1c(C(F)(F)F)nn(C)c1Sc1ccc(Cl)cc1 | -3% | i | 0% | 7% | 0%
Cc1ccsc1/C=C1\CCC(C2CCCC2)C1=O (stereo not given) | 3% | i | 0% | 27% | -7%
COCCCn1c(=O)c2ccccc2n2c(=S)[nH]nc12 | -8% | 0.7% | -4% | -8% | -22%
CCOc1cccc2sc(N(CCCN(C)C)C(=O)c3ccc(C(=O)c4ccccc4)cc3)nc12 | -10% | 5.4% | 1% | 56% | 11%
CCN(CCCNS(=O)(=O)c1ccc2c(c1)oc(=O)n2C)c1cccc(C)c1 | -16% | 1.8% | -8% | -11% | 17%
CCOC(=O)c1c[nH]c2c([N+](=O)[O-])cc(OC)cc2c1=O | x | 5.6% | x | x | -1%
Cc1nc2c(C(F)(F)F)cccc2c2c1CCS2 | -1% | 1.2% | 1% | -2% | -1%
Cc1cccc(NC(=O)C2CC(=O)N(c3ccc4c(c3)OCCO4)C2)n1 (stereo not given) | x | 3.9% | 12% | 0% | -3%
CCOC(=O)CSc1nnc(C)n1N | 8% | 0.1% | 3% | -7% | 2%
C/C(=N\NC(=O)c1ccccc1[N+](=O)[O-])c1c(O)cc(C)oc1=O | -1% | 0.8% | -3% | 11% | -5%
CCOc1ccccc1NC(=O)C(NCCc1ccc(OC)cc1)c1ccccc1 (stereo not given) | -6% | 5.7% | 5% | 30% | -8%
CCCn1c(SCC(=O)N2CCCc3ccccc32)nnc1-c1ccccn1 | 0% | i | 2% | 22% | -7%
Cc1ccc(NC(=O)CSc2nnc(-c3ccccc3C)o2)cc1C | -4% | 3.9% | 1% | 41% | -2%
COc1ccc(C(=O)NN2C(=O)C3C4C=CC(O4)C3C2=O)cc1 (stereo not given) | 3% | 1.2% | -4% | 10% | -3%
COc1ccc(-c2oc3ccc(-c4cc(OC)c(OC)c(OC)c4)cc3c2C#Cc2ccsc2)cc1 | 5% | 1.6% | 2% | -17% | 1%
O=C(NC1CC1)c1cccc(NC(=O)c2cn3ccccc3n2)c1 | x | 11% | -1% | -1% | 11%
Cc1ccc(OCc2cc(C(=O)N(C)CCc3nc4ccccc4[nH]3)no2)cc1C | x | 2.6% | x | x | 5%
Nc1cc2c(cc1C(=O)c1ccccc1F)OCCO2 | -1% | 2.4% | -3% | 16% | 17%
COCCCn1c(=O)c2ccccc2n(Cc2ccc(C)cc2)c1=O | 7% | 0.3% | 5% | 9% | -2%
O=C(O)CC(Cc1ccc(Br)cc1)C(=O)Nc1ccccc1 (stereo not given) | -5% | 0.5% | 7% | 10% | 17%
Cc1ccc(Nc2nc3nonc3[nH]c2=O)cc1 | 6% | i | -3% | 57% | 7%
O=C(c1ccco1)N1CCN(C(c2ccc(Cl)cc2)c2nnnn2Cc2ccccc2)CC1 (stereo not given) | -2% | i | 4% | 47% | -1%

Arranged by formula weight (rising): part of the list above.
SMILES | Salmonella PhoP GFP | inhibitors of VEEV | M. tuberculosis HTS | tuberculosis growth | influenza NS1A | others
CCOC(=O)CSc1nnc(C)n1N | 8% | 0.1% | 3% | -7% | 2%
Cc1ccsc1/C=C1\CCC(C2CCCC2)C1=O (stereo not given) | 3% | i | 0% | 27% | -7%
Nc1cc2c(cc1C(=O)c1ccccc1F)OCCO2 | -1% | 2.4% | -3% | 16% | 17%

Part of the list above in order of count of non-hydrogen atoms, low to high:
SMILES | Salmonella PhoP GFP | inhibitors of VEEV | M. tuberculosis HTS | tuberculosis growth | influenza NS1A | others
CCOC(=O)CSc1nnc(C)n1N | 8% | 0.1% | 3% | -7% | 2%
Cc1nc2c(C(F)(F)F)cccc2c2c1CCS2 | -1% | 1.2% | 1% | -2% | -1%
COCCCn1c(=O)c2ccccc2n2c(=S)[nH]nc12 | -8% | 0.7% | -4% | -8% | -22%
CCOC(=O)c1c[nH]c2c([N+](=O)[O-])cc(OC)cc2c1=O | x | 5.6% | x | x | -1%
O=C(O)CC(Cc1ccc(Br)cc1)C(=O)Nc1ccccc1 (stereo not given) | -5% | 0.5% | 7% | 10% | 17%
COc1ccc(C(=O)NN2C(=O)C3C4C=CC(O4)C3C2=O)cc1 (stereo not given) | 3% | 1.2% | -4% | 10% | -3%
CCCCn1nnc(NC(=O)c2ccc(-c3cccc(Cl)c3)o2)n1 | -1% | 2.3% | -4% | 60% | -2% | inhibitors of VEEV 10K pilot screen=7.3
COCCCn1c(=O)c2ccccc2n(Cc2ccc(C)cc2)c1=O | 7% | 0.3% | 5% | 9% | -2%
Cc1cccc(NC(=O)C2CC(=O)N(c3ccc4c(c3)OCCO4)C2)n1 (stereo not given) | x | 3.9% | 12% | 0% | -3%
CCN(CCCNS(=O)(=O)c1ccc2c(c1)oc(=O)n2C)c1cccc(C)c1 | -16% | 1.8% | -8% | -11% | 17%
Cc1ccc(OCc2cc(C(=O)N(C)CCc3nc4ccccc4[nH]3)no2)cc1C | x | 2.6% | x | x | 5%
O=C(c1ccco1)N1CCN(C(c2ccc(Cl)cc2)c2nnnn2Cc2ccccc2)CC1 (stereo not given) | -2% | i | 4% | 47% | -1%
CCOc1cccc2sc(N(CCCN(C)C)C(=O)c3ccc(C(=O)c4ccccc4)cc3)nc12 | -10% | 5.4% | 1% | 56% | 11%
COc1ccc(-c2oc3ccc(-c4cc(OC)c(OC)c(OC)c4)cc3c2C#Cc2ccsc2)cc1 | 5% | 1.6% | 2% | -17% | 1%

Following part
SMILES | Salmonella PhoP GFP | inhibitors of VEEV | M. tuberculosis HTS | tuberculosis growth | influenza NS1A | others
CCCc1cc(NCCN(C)C)n2c(nc3ccccc32)c1C#N | -1% | i | 5% | 45% | -8%
O=C(Cc1c(Cl)cccc1Cl)N/N=C/c1cccnc1 | -8% | 1.2% | 1% | -11% | -4%
COc1ccc(C2SCC(=O)Nc3c2c(=O)[nH]n3C2CCCCC2)cc1 (stereo not given) | -7% | 1.4% | -6% | 9% | -9%
O=S1(=O)CCOC[C@H](CC2CCCCC2)N1Cc1ccccc1 | -1% | 0.4% | -1% | 0% | -4%
Cc1cccc(C(=O)OC(C)CN2CCN(C)CC2)c1 (stereo not given) | -8% | 0.8% | -1% | -14% | -6%
CCOc1ccc2ccccc2c1C1NC(=O)NC(C)=C1C(=O)OCCOC (stereo not given) | 2% | 2.0% | 1% | -13% | 7%
Cc1c(NC(=O)CSc2nc3ccccc3s2)c(=O)n(-c2ccccc2)n1C | 2% | 0.4% | -4% | 2% | 0%
COc1ccc(/C=N/n2c(-c3n[nH]c4c3CCC4)n[nH]c2=S)cc1 | 0% | i | -7% | -21% | 12%
COC(=O)c1cc(Br)ccc1NC(=O)CCNC(=O)c1ccco1 | 11% | 0.8% | -2% | -15% | 2%
O=C(CSc1nnc(CNc2ccccc2)o1)c1ccc2c(c1)OCCO2 | -1% | 0.2% | 21% | u | 0%
CC1CCCCC1NC(=O)c1ccc2c(c1)[nH]c(=O)n2C1CCCC1 (stereo not given) | 3% | 2.2% | 5.2µM* | u | 2%
O=C(Nc1ccc(Oc2ccccc2)nc1)C1CCCCN1Cc1ccc(O)cc1 (stereo not given) | 0% | 1.4% | 1% | -7% | 1%
CCC(C)(C)NC(=O)C(c1ccc(C)cc1)N(CCN1CCOCC1)C(=O)CNC(=O)c1cccs1 (stereo not given) | 5% | 1.7% | -5% | -8% | 0%
CN1CCN(S(=O)(=O)c2cccc(C(=O)N(C)C(c3ccccc3)c3ccccc3)c2)CC1 | 0% | 0.4% | 4% | 10% | -4%
Cc1cc(=O)[nH]c(N/N=C/c2c(F)c(F)c(F)c(F)c2F)n1 | -11% | 1.3% | 33% | 42% | 18%
COCCNC(=O)C(c1ccc(O)cc1)N(Cc1cccs1)C(=O)CCC(=O)Nc1ccccn1 (stereo not given) | 5% | 2.2% | -8% | 8% | 5%
CCCN1CCN(C(=O)CCc2nnc3ccc(N4CCN(c5cccc(OC)c5)CC4)nn23)CC1 | -1% | 0.7% | -4% | 0% | -4%
O=C(O)CCn1[nH]c(=O)ccc1=O | -5% | 0.8% | 0% | -4% | 12%
CCN1CCN(c2nc3c(c(=O)n(C)c(=O)n3C)n2CCSc2nccc(C)n2)CC1 | -3% | i | -1% | 2% | -15%
Cc1ccc(C(=O)NCc2ccco2)cc1S(=O)(=O)N1CCOCC1 | -2% | 4.4% | 7% | -15% | 1%
COCCn1c(Cc2ccccc2)nnc1SCc1nc2ccccc2c(=O)[nH]1 | 2% | 0.8% | -2% | 0% | 4%
COc1cc2c(cc1OC)/C(=C/C(=O)c1ccc([N+](=O)[O-])c(C)c1)NCC2 | x | 2.1% | x | x | -1%
O=C(NCCCC1CCCC1)C1CCC(=O)N(Cc2cccc(C(F)(F)F)c2)C1 (stereo not given) | -4% | 4.4% | 35% | 46% | 1%
C=CCNC(=S)N/N=C/c1ccc(-c2ccc(Br)cc2)o1 | -1% | 1.2% | u | 72% | 5%
